From PubChem
CHO-K1 Ca antag: M1 antagonist counterscreen hit in parental CHO-K1 cells. inhibition, % at 3 µM. 0.6% of 360,000 active. AID 602250. ATP-induced calcium, Fluo-8 fluorescence;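 active = inhibition above a per-plate cutoff, the plate's mean sample inhibition plus 3 SD, cut at about 24% in these data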;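 also: 0% = DMSO plus EC80 ATP and 100% = DMSO alone without ATP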
CHO-K1 Ca PAM: nonselective calcium activators in parental CHO-K1 cells, primary screen, counter-screen for M1 PAM project, cell-based, Fluo-8 calcium fluorescence, full deck, 1536-well. ATP EC20; 0% at ATP EC20, 100% at ATP max. activation, % at 3 µM. 0.02% of 360,000 active;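 active = activation above the run cutoff, the mean activation of all test compounds plus 3 SD, cut at about 40% in these data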;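 also: peak over basal fluorescence ratio in a 140 s read after ATP addition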
CHRM4 antagonist: human M4 muscarinic receptor antagonists, primary screen, CHO cells, Fluo-8 calcium fluorescence | Muscarinic acetylcholine receptor M4 (Homo sapiens), P08173 | CHO-hM4 cells, ACh EC80 | inhibition, % at 3 µM | 0.73% of 360,000 active | AID 624125, 2012;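 active = inhibition above its plate's cutoff, the mean inhibition of sample wells plus 3 SD, cut at about 27% in these data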;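 also: 0% = acetylcholine EC80 with DMSO and 100% = DMSO without agonist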
Target sequence (P08173 whole entry, looked up): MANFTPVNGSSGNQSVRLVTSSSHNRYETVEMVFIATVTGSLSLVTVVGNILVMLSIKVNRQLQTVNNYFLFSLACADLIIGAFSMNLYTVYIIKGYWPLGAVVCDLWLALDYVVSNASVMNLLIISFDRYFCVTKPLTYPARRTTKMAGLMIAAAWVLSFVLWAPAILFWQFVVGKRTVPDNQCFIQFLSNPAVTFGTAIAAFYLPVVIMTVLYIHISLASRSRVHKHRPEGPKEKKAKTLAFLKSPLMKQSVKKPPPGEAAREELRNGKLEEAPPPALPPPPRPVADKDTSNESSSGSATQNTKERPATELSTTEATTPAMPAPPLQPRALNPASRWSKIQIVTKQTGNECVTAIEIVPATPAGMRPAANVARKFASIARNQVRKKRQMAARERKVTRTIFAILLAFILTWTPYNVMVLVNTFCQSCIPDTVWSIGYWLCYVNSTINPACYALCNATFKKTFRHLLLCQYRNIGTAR
CHRM4 agonist: human M4 muscarinic receptor agonists, primary screen, CHO-K1 cells, Fluo-8 calcium fluorescence; CHO-K1 hM4/Gqi5; vehicle 0%, full acetylcholine response 100%; activation, % at 3 µM; 0.14% of 360,000 active;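 active = activation above the run mean over all test wells plus 3 SD, cut at about 32% in these data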;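 also: peak over basal fluorescence ratio per well then scaled between controls; 0% = DMSO wells and 100% = acetylcholine at EC100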
M4 PAM: human M4 muscarinic receptor positive allosteric modulators, primary screen, CHO-K1 cells, Fluo-8 calcium fluorescence | Muscarinic acetylcholine receptor M4 (Homo sapiens), P08173 | CHO-K1 hM4/Gqi5, ACh EC20; 0% = ACh EC20, 100% = maximal ACh | activation, % at 3 µM | 0.4% of 360,000 active | AID 624126, 2012;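 active = activation above its plate's cutoff, the mean activation of sample wells plus 3 SD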; also: some results filed as inactive read as strong as hits
CHRM5 antagonist: human M5 muscarinic receptor antagonists, primary screen, CHO cells, Fluo-8 calcium fluorescence. Muscarinic acetylcholine receptor M5 (Homo sapiens), P08912. CHO-hM5 cells, ACh EC80. inhibition, % at 3 µM. 0.59% of 360,000 active. AID 624040, 2012;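 active = inhibition above a per-plate cutoff, the mean of that plate's test compounds plus 3 SD, cut at about 27% in these data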;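 also: 0% = acetylcholine EC80 with DMSO and 100% = DMSO without agonist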
Target sequence (P08912 whole entry, looked up): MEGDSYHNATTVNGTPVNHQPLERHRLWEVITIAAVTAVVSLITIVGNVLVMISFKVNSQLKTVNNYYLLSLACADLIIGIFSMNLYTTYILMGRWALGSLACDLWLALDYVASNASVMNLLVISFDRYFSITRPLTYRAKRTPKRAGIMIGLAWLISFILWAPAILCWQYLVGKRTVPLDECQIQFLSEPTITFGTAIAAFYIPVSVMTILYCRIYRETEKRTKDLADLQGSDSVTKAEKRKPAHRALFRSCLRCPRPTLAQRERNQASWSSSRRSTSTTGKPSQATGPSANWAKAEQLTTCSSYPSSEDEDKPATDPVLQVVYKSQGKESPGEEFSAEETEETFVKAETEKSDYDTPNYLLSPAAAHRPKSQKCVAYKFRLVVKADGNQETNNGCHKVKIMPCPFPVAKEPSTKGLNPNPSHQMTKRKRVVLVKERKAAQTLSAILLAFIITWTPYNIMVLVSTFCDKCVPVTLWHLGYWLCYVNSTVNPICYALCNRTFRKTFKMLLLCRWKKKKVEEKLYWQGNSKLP
M5 ag: human M5 muscarinic receptor agonists, primary screen, CHO-K1 cells, Fluo-8 calcium fluorescence; CHO-K1 hM5 cells; 0% DMSO wells, 100% maximal acetylcholine response; Muscarinic acetylcholine receptor M5 (Homo sapiens), P08912; activation, % at 3 µM; 0.19% of 360,000 active;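 active = activation above the run's mean over test compounds plus 3 SD, cut at about 23% in these data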;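 also: signal is peak over basal fluorescence ratio across the kinetic read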
M5 PAM: human M5 muscarinic receptor positive allosteric modulators, primary screen, CHO-K1 cells, Fluo-8 calcium fluorescence | activation, % at 3 µM | 0.3% of 360,000 active | AID 624038, 2012 | CHO-K1 hM5, ACh EC20 PAM; 0% = ACh EC20, 100% = ACh EC100 | Muscarinic acetylcholine receptor M5 (Homo sapiens), P08912;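 active = activation above the run cutoff, the mean activation of all test compounds plus 3 SD, cut at about 18% in these data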
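Measured by: Fluo-8 calcium fluorescence; material: human M5 receptor in CHO-K1 cells; schedule: Post-acetylcholine fluorescence recording 140 s; benchmarks: low control EC20 acetylcholine (0%), high control EC100 acetylcholine (100%); read-out: Max/basal fluorescence ratio as % of EC20–EC100 ACh window; compound: single dose, 3 µM nominal final test concentration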
M1 ag parental: counter-screen for M1 agonists: effect in parental CHO-K1 cells; Fluo-8 calcium fluorescence; scaled to maximal ATP response, vehicle zero; activation, % at 3 µM; 0.48% of 360,000 active; in the data active = activation above about 15%;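 also: untransfected CHO-K1 host cells lacking M1 receptor as counterscreen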
* hit, by the source's call; . = no result given.

SMILES | CHO-K1 Ca antag | CHO-K1 Ca PAM | CHRM4 antagonist | CHRM4 agonist | M4 PAM | CHRM5 antagonist | M5 ag | M5 PAM | M1 ag parental
Cc1cccc(-n2nc([N+](=O)[O-])c(=NC3CCN(Cc4ccccc4)CC3)n2O)c1 | -5 | 9 | -8 | 1 | -35 | -4 | -16 | 3 | 0.6
O=C(CCSc1ccccc1)NCc1cccnc1 | 21 | -8 | -1 | 0 | 1 | -2 | 0 | 2 | -0.5
COc1ccc(N2CCN(C(=O)CN(C)S(=O)(=O)c3cccs3)CC2)cc1 | -10 | -2 | -14 | 3 | 0 | 1 | 1 | -1 | 2.9
S=C1NCCNC(=S)NCCOCCOCCN1 | -10 | 13 | -1 | 1 | 8 | -2 | 0 | 9 | -0.2
O=C(C[C@H]1C=C[C@@H](NC(=O)c2ccncc2)[C@@H](CO)O1)NCC1CC1 | . | . | -8 | 1 | 2 | -5 | 2 | 4 | .
N#C/C(=C/c1cc(Br)cs1)C(=O)NCC1CCCO1 (stereo unspecified) | -13 | 7 | -5 | 1 | 0 | 7 | -1 | 1 | 0.1
COc1ccc(CCN2CC(C(=O)N3CCN(C(C)=O)CC3)CCC2=O)cc1 (stereo unspecified) | 1 | 2 | -3 | 1 | -2 | 0 | -4 | 3 | 0.0
O=C(NC(=S)NCC1COc2ccccc2O1)c1ccccc1 (stereo unspecified) | 2 | 25 | 1 | -1 | 3 | -3 | -2 | 1 | 1.4
O=C(CN1CCN(c2nc(-c3ccc(F)cc3)cs2)CC1)Nc1ccc2c(c1)OCO2 | -7 | -2 | -9 | 4 | -7 | 0 | 5 | -2 | 0.6
Cc1[nH]c2ccccc2c1C(=O)C(C)OC(=O)c1ccc(Cl)nc1 (stereo unspecified) | 10 | -6 | -3 | 4 | -2 | 0 | -2 | -3 | 1.6
c1ccc(-c2nc(N3CCOCC3)cc(N3CCOCC3)n2)cc1 | -6 | 6 | 7 | 0 | -5 | 5 | 3 | -1 | -0.3
COc1cc(NC(=O)c2ccc(C)cc2)c(OC)cc1NC(=O)CN1CCCCC1 | -2 | 11 | 1 | 0 | 4 | 6 | -3 | -1 | -0.3
CCOCC(O)CNC(=O)c1ccc2nc(Cc3ccc(OC)c(OC)c3)oc2c1 (stereo unspecified) | -11 | 20 | 11 | 0 | -3 | 2 | 2 | 1 | 1.4
COc1ccc(C(C)=O)cc1CN1C(=O)C(C)ON=C1c1ccccn1 (stereo unspecified) | 9 | 1 | 0 | 0 | -2 | -2 | 0 | 1 | 0.3
COCCNC(=O)c1cc2cc(Br)cc(OC)c2oc1=O | -14 | 0 | -1 | 0 | -3 | -6 | 1 | -4 | 0.4
O=C(COC(=O)/C=C/c1ccccc1)Nc1cccnc1Cl | 4 | -1 | -12 | 2 | 8 | -1 | 5 | -1 | 11
COc1ccc2c(Cl)c(C(=O)N/N=C/c3ccc4c(c3)OCO4)sc2c1 | -7 | 20 | 1 | 1 | 3 | -4 | -1 | 2 | 0.5
Cc1ccc(-c2ccc(/C=C(\C#N)C(N)=S)n2C)cc1 | 9 | -12 | 1 | 2 | 2 | 3 | 1 | 4 | 0.6
Nc1nncn1C(=O)c1ccc(Cl)cc1Cl | -11 | 0 | 1 | 1 | 1 | 3 | 0 | 0 | 0.2
CC(C)(C)NC(=O)NCc1ccco1 | -6 | 2 | 1 | 9 | 1 | 8 | 4 | -6 | 1.5
CN(C)c1ccc(-n2cccc2)cc1 | -2 | -14 | 15 | 1 | -10 | -4 | 2 | -7 | -0.3
Cc1[nH]c2ccccc2c1C(=O)CN1C(=O)NC2(CCCCCC2)C1=O | 2 | -3 | 0 | 4 | 2 | 6 | 5 | 3 | 0.3
COc1ccc(C(=O)NC(=S)Nc2cc(C)ccn2)cc1[N+](=O)[O-] | -11 | 20 | -11 | 1 | 7 | 4 | 0 | -2 | 0.9
Cc1cc(C)c(NC(=O)CN2C(=O)NC3(CCCc4ccccc43)C2=O)c(Cl)c1 (stereo unspecified) | -6 | -1 | -3 | 2 | 0 | 6 | 2 | -4 | 2.6
CSCc1c(C(=O)Nc2ccccc2N2CCOCC2)oc2ccccc12 | 2 | 12 | 3 | 1 | 5 | -3 | 3 | -1 | 1.2

2 successive compounds from above, quoted:
SMILES | CHO-K1 Ca antag | CHO-K1 Ca PAM | CHRM4 antagonist | CHRM4 agonist | M4 PAM | CHRM5 antagonist | M5 ag | M5 PAM | M1 ag parental
Cc1cc(C)c(NC(=O)CN2C(=O)NC3(CCCc4ccccc43)C2=O)c(Cl)c1 (stereo unspecified) | -6 | -1 | -3 | 2 | 0 | 6 | 2 | -4 | 2.6
CSCc1c(C(=O)Nc2ccccc2N2CCOCC2)oc2ccccc12 | 2 | 12 | 3 | 1 | 5 | -3 | 3 | -1 | 1.2

In the list so far, two contain a nitro group on carbon:
SMILES | CHO-K1 Ca antag | CHO-K1 Ca PAM | CHRM4 antagonist | CHRM4 agonist | M4 PAM | CHRM5 antagonist | M5 ag | M5 PAM | M1 ag parental
Cc1cccc(-n2nc([N+](=O)[O-])c(=NC3CCN(Cc4ccccc4)CC3)n2O)c1 | -5 | 9 | -8 | 1 | -35 | -4 | -16 | 3 | 0.6
COc1ccc(C(=O)NC(=S)Nc2cc(C)ccn2)cc1[N+](=O)[O-] | -11 | 20 | -11 | 1 | 7 | 4 | 0 | -2 | 0.9

The list continues:
SMILES | CHO-K1 Ca antag | CHO-K1 Ca PAM | CHRM4 antagonist | CHRM4 agonist | M4 PAM | CHRM5 antagonist | M5 ag | M5 PAM | M1 ag parental
CCC(C)(C)NC(=O)C(c1cccc(OC)c1OC)N(CC(C)C)C(=O)CCC(=O)Nc1cc(C)on1 (stereo unspecified) | 9 | -4 | 2 | 0 | -1 | -3 | -3 | 4 | -0.6
Cc1ccccc1C(=O)Nc1ccccc1C(=O)N1CCC(C)CC1 | -5 | 3 | -5 | 1 | -3 | -4 | 0 | 0 | -0.4
O=C(NC1CC2CCCC(C1)N2C(=O)Nc1ccccc1)C1CC1 (stereo unspecified) | -20 | 17 | -6 | 1 | 3 | 8 | -3 | 1 | 2.2
Cc1cc(C)n(C(=O)c2ccccc2[N+](=O)[O-])n1 | -9 | 17 | -11 | 0 | 5 | 8 | 0 | 2 | -0.1
CCC(C)c1nc2c(c(N3CCC3=O)c1-c1ccccc1)CCCC2 (stereo unspecified) | 0 | -6 | -8 | 0 | 4 | -2 | -4 | -1 | -1.0
COc1ccccc1NC(=O)Cn1c(=O)n(-c2ccccc2)c(=O)c2oc3ccccc3c21 | -2 | 8 | 2 | 3 | -1 | 3 | 1 | -3 | 1.7
COC(=O)c1ccc2c(=O)n(CCN3CCOCC3)c(SCC(=O)c3ccccc3)nc2c1 | -5 | 12 | -2 | 0 | 7 | 15 | 2 | -6 | 0.2
Cc1nn(C)c(C(=O)NNC(=S)NC2CCCCC2)c1Br | -13 | 5 | -9 | 2 | -4 | -8 | -2 | -8 | 0.3
COc1cc(S(=O)(=O)N2CCOCC2)ccc1F | 6 | -6 | -5 | 1 | 4 | -6 | -5 | 12 | 0.6
O=c1c2[nH]c3cccc(Cl)c3c2ncn1CCN1CCCCC1 | -9 | 17 | -3 | 0 | 8 | 6 | -6 | 3 | 0.1
CCOC(=O)c1c(C)[nH]c(C(=O)COC(=O)c2ccco2)c1C | -13 | 0 | -13 | 6 | 10 | 9 | 0 | 5 | 1.2
N#Cc1cc([N+](=O)[O-])cnc1NCC(O)CO (stereo unspecified) | -6 | -1 | 2 | 0 | -1 | 1 | -5 | -7 | 0.2
O=C(CN1CCN(c2ccc(Cl)cc2)CC1)Nc1ccc(F)c(F)c1 | 16 | -6 | 9 | 4 | 5 | 11 | 1 | -12 | 2.5
Cc1ccc(N2C(=O)CC(Sc3nccc(C)n3)C2=O)cc1 (stereo unspecified) | -6 | 19 | -1 | 0 | 0 | 7 | -1 | -5 | 0.6
CSc1ncc(CN2CCc3c([nH]c4ccccc34)C2c2cccc(O)c2)cn1 (stereo unspecified) | -10 | 18 | 1 | 2 | -2 | -2 | -4 | -7 | 1.2
COc1ccc2cc(C(=O)N3CCc4ccccc43)[nH]c2c1 | -16 | 13 | -13 | 0 | 6 | -2 | -5 | 4 | 0.7
COCCNC(=O)Cn1nc(-c2ccc(C)cc2)ccc1=O | -10 | 2 | 0 | 1 | 3 | -9 | -4 | -5 | 0.3
CCOc1ccc2nc(SCC(=O)NC(=O)NCc3ccco3)sc2c1 | -19 | 22 | -24 | 2 | 4 | -10 | -5 | -3 | 0.1
N#Cc1c(C(F)(F)F)cc(-c2cccc(Cl)c2)[nH]c1=O | -5 | -20 | -12 | 1 | 6 | -12 | -3 | 2 | 1.0
Cc1ccc(OCCNC(=O)c2ccco2)cc1C | -14 | 20 | 3 | 1 | 6 | 4 | -4 | -5 | 0.4
Cc1sc2ncnc(N3CCC(C(=O)Nc4nc(-c5cccs5)cs4)CC3)c2c1C | -4 | 8 | -5 | 1 | 10 | 5 | 0 | -3 | 1.6
CC(=C/c1ccco1)/C=N/NC(=O)c1nnn(-c2nonc2N)c1CN(C)C | -5 | 2 | -6 | 2 | 3 | 6 | 1 | -1 | 0.3
COc1ccc(S(=O)(=O)Nc2ccc3oc(C)c(C(C)=O)c3c2)cc1 | 9 | 5 | 1 | 11 | -4 | 27 | 3 | -19 | 7.8
N#Cc1ccc(-c2ccc(F)cc2)nc1Oc1ccc(Cl)c(Cl)c1 | -14 | 31 | -2 | 1 | 33* | 2 | -3 | 1 | 0.8
C=CCc1cccc(/C=N/NC(=O)CCCNc2ccc(C)cc2)c1O | -1 | 18 | 3 | -1 | -3 | 9 | -3 | -3 | -0.1

Ordered by number of heavy atoms (rising): some entries from above.
SMILES | CHO-K1 Ca antag | CHO-K1 Ca PAM | CHRM4 antagonist | CHRM4 agonist | M4 PAM | CHRM5 antagonist | M5 ag | M5 PAM | M1 ag parental
Cc1ccc(N2C(=O)CC(Sc3nccc(C)n3)C2=O)cc1 (stereo unspecified) | -6 | 19 | -1 | 0 | 0 | 7 | -1 | -5 | 0.6
O=c1c2[nH]c3cccc(Cl)c3c2ncn1CCN1CCCCC1 | -9 | 17 | -3 | 0 | 8 | 6 | -6 | 3 | 0.1
O=C(CN1CCN(c2ccc(Cl)cc2)CC1)Nc1ccc(F)c(F)c1 | 16 | -6 | 9 | 4 | 5 | 11 | 1 | -12 | 2.5

M4 PAM, hit marks shown above
molecule	CHRM4 antagonist	CHRM4 agonist	M4 PAM	CHRM5 antagonist	M5 ag	M5 PAM
N#Cc1ccc(-c2ccc(F)cc2)nc1Oc1ccc(Cl)c(Cl)c1	-2	1	33*	2	-3	1
